core dimer inh = inhibitors of HCV core protein dimerization, primary screen, biochemical, TR-FRET, high-throughput. TR-FRET GST/Flag-core106 dimerization, 1536-well. inhibition, % at 5 µM. actives 0.33% (n = 300,000);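 active means inhibition above the mean of all tested compounds plus 3 SD, set per screening campaign, cut at about 45% in these data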
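Test system: GST/Flag-tagged HCV core106 proteins; Medium: KF-containing HEPES buffer, pH 7.45, DTT, CHAPS, BSA; Times: compound-protein-antibody incubation 4 h at 22.5 °C; Detection: TR-FRET 671 and 617 nm emission; Benchmarks: wells lacking GST-core106 and wells with excess unlabelled core106.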
JMJD2C inh = inhibitors of GASC-1 histone demethylase, primary screen, biochemical, fluorescence, DELFIA europium. inhibition, % at 2.35 µM. GST-JMJD2C(1-420) H3K9me3 demethylation. actives 0.069% (n = 330,000). AID 2099, 2009. Lysine-specific demethylase 4C (Homo sapiens), Q9H3R0;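 active means more than half of a compound's replicate wells show inhibition beyond 50%, single wells judged on their own value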;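 further: signal counts dimethyl H3K9 product captured on neutravidin plate; 0% = median of DMSO wells and 100% = 0.3 times that DMSO median; strong numbers were not always called active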
TPT1 inh = Candida albicans TPT1 enzyme inhibitors, primary screen, biochemical, fluorescence polarization. recombinant caTPT1, FP RNA substrate dephosphorylation. inhibition, % at 5 µM. actives 0.81% (n = 300,000);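 active means inhibition above the mean of all tested compounds plus 3 SD, set per screening campaign, cut at about 24% in these data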;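 further: plate controls were DMSO alone for no effect and ferristatin control at 100 nM for full effect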
PP1 inh = PP1-alpha phosphatase inhibitors, primary screen, counter-screen for PP5 inhibitor project, biochemical, fluorescence, OMFP substrate, single point; actives 0.9% (n = 320,000); purified PP1alpha; Serine/threonine-protein phosphatase PP1-alpha catalytic subunit (Homo sapiens), P62136; inhibition, % at 6.7 µM;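 active means inhibition above the mean inhibition of all tested compounds plus 3 SD, computed separately for each screening campaign, cut at about 15% in these data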
Target sequence (P62136 whole entry, looked up): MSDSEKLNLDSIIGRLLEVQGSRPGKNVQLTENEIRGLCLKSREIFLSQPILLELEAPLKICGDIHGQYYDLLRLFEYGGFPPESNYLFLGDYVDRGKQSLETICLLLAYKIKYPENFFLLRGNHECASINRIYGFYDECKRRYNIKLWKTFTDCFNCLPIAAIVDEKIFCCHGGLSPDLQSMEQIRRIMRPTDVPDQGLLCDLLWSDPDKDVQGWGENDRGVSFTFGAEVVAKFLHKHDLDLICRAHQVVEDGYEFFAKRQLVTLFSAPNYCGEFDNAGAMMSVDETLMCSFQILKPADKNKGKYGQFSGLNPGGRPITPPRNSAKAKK
EBNA-1 inhibitor = EBNA-1 DNA-binding inhibitors, primary screen, biochemical, fluorescence polarization; inhibition, % at 14.8 µM; AID 1950, 2009; actives 0.34% (n = 300,000); in the data active means inhibition above about 28%
CTSL1 counter = Fasciola hepatica cathepsin L1 inhibitors, primary screen, counter-screen for PFM18AAP inhibitor project, biochemical, QFRET, fluorogenic peptide substrate. recombinant F. hepatica cathepsin L1, Z-Leu-Arg-MCA fluorescence. inhibition, % at 5.96 µM. actives 0.49% (n = 300,000). AID 1906, 2009;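 active means inhibition above the mean of all tested compounds plus 3 SD, set per screening campaign, cut at about 17% in these data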;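 further: 0% = plate median of test compound wells and 100% = 1 µM Z-Phe-Ala-diazomethylketone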
CR mimetic SO = reduction of superoxide in aged yeast, primary screen, HTS; S. cerevisiae aged cells, superoxide DHE fluorescence; hits give low values; superoxide response (% of plate mean), % at 10 µM; actives 0.18% (n = 330,000);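 active means superoxide response under a set limit, about three screen SD below normal, cut at about 65% in these data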;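 further: yeast aged for seven days with compound at 30 °C before DHE staining; 100% = average MFI of all compound-treated wells on the plate with controls excluded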
ZTA DNA inh = blocks Epstein-Barr virus ZTA, an EBNA-1 counter-screen. P03206. ZTA-DNA binding, fluorescence polarization. inhibition, % at 11 µM. actives 0.15% (n = 320,000). AID 2234; in the data active means inhibition above about 33%
PP5 primary = PP5 phosphatase inhibitors, primary screen, biochemical, fluorescence. purified PP5c, OMFP substrate fluorescence. inhibition, % at 6.7 µM. actives 0.18% (n = 320,000);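 active means inhibition above the campaign's mean inhibition across all tested compounds plus 3 SD, cut at about 9.5% in these data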;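 further: 0% = DMSO only and 100% = 100 µM cantharidin control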
Target sequence (P53041 whole entry, looked up): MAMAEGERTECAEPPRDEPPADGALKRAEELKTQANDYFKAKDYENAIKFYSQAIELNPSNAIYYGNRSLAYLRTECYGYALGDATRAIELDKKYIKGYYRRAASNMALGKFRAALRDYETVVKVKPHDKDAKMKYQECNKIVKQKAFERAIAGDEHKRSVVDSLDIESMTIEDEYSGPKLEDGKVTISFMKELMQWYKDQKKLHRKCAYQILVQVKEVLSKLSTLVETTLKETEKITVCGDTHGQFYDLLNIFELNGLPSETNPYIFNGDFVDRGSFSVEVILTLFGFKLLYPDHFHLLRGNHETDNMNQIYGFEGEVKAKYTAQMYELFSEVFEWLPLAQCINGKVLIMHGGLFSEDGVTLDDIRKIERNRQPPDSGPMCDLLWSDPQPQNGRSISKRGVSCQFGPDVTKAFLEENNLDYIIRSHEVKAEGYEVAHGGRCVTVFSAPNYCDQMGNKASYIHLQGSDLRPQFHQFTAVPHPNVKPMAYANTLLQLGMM
The depositor's hits bear a star; nt = no result given. Random draw from the library; about 3.1% have a hit in one of these screens.

SMILES	core dimer inh	JMJD2C inh	TPT1 inh	PP1 inh	EBNA-1 inhibitor	CTSL1 counter	CR mimetic SO	ZTA DNA inh	PP5 primary
COc1ccc(-n2nc(C(=O)NCC(=O)NCc3cccc(F)c3)c3ccccc3c2=O)cc1Cl	13	-17	3	10	28*	1	114	22	1.8
COc1ccc(-c2cc(-c3ccc(Cl)cc3)c(C#N)c(SCC(=O)O)n2)cc1	10	2	-2	48*	8	6	105	-13	1.7
Cc1cccc(C(=O)Nc2ccnc(-c3ccncc3)n2)c1	3	29	2	4	-7	-8	82	2	0.1
CCc1ccc2[nH]c(=O)c(CN(CCCN3CCOCC3)C(=O)Nc3ccc(Cl)cc3)cc2c1	2	3	-2	-2	1	0	114	6	1.7
Cc1cc(COc2ccccc2O)on1	-4	5	3	-3	1	0	97	1	-0.1
NC(=O)C1(N2CCCCC2)CCN(C(=O)c2ccc(C#Cc3ccccc3)o2)CC1	7	3	5	3	3	8	90	10	2.9
Cc1cc(=O)oc(C)c1C(=O)NCC1COc2ccccc2O1 (configuration not stated)	2	-1	4	-4	6	0	127	9	1.8
O=C(CNC(=O)c1cccs1)OCC(=O)c1ccc(Br)cc1	-4	4	2	-3	0	-22	96	-10	0.9
O=C(OCc1ccccc1)C1=NNC2C(=O)N(c3ccc(Br)cc3)C(=O)C12 (configuration not stated)	4	-6	0	-2	-4	0	103	0	-1.0
O=C(Nc1ccccn1)c1ccc(C(=O)Nc2ccccn2)cc1	8	-3	-5	-4	-11	2	121	-14	1.9
COC(=O)C1=C(C)N(CCCC(=O)O)C(=O)NC1c1cccc2ccccc12 (configuration not stated)	5	-3	3	0	10	-3	109	12	-2.0
O=C(N/N=C/c1ccc(OCCCF)cc1)c1cc(OCC(F)(F)F)ccc1OCC(F)(F)F	12	-5	-3	-2	-3	-2	99	-4	0.7
COC(=O)c1c(C(=O)OC)c2cc(C(=O)c3ccccc3)ccn2c1Cl	-3	-14	-3	7	3	4	96	-11	2.3
O=C(c1ccccc1NS(=O)(=O)c1ccc(Cl)cc1)N1CCc2ccccc21	2	-3	3	1	-1	2	95	5	3.0
COC(=O)c1sccc1-c1ccc(C(N)=O)o1	0	2	-2	1	-5	0	85	-6	3.2
CN(c1nc2nonc2nc1NC1CC1)C1CCOC1 (configuration not stated)	-7	7	-3	3	-9	3	96	4	2.6
COc1ccc(-c2cnc(N)nc2-c2ccc(OCc3ccccc3)cc2O)cc1	5	6	2	2	-3	0	107	12	2.9
Cn1c(CSCc2ccc(F)cc2)nnc1SCC(=O)Nc1cccc(C(=O)O)c1	7	-9	2	0	-8	-4	96	-4	-1.1
CCC(Sc1ccccn1)C(=O)Nc1nnc(C)s1 (configuration not stated)	-2	117	4	-3	-6	-1	98	3	0.0
COC(=O)Cn1c(=NC(=O)c2ccc(S(=O)(=O)N3CCOCC3)cc2)sc2cc(S(N)(=O)=O)ccc21	15	2	-1	3	7	2	105	11	1.0
C=CCOc1ccc2oc(=O)cc(C)c2c1	-10	28	-5	-2	7	-1	92	-20	1.4
CCN(CC)C(=O)CSc1nc2ccc(NC(=O)CSc3nnc(COc4ccccc4C)n3C)cc2s1	21	4	0	3	6	-5	94	-11	6.2
CCOC(=O)C(=O)Nc1cccc(C(=O)OCC)c1	-8	-2	-2	-5	7	-1	93	4	0.9
O=[N+]([O-])c1ccc(OCC(O)CN(CCO)CCO)cc1 (configuration not stated)	3	-21	1	-2	3	-3	111	-10	3.3
COc1ccc(C(=O)C2CCN(C(=O)Nc3ccc(C)cc3)CC2)cc1	5	-4	-1	1	12	-2	107	11	2.7
CS(=O)(=O)c1ccc(Cl)c(NC(=O)COC(=O)CNC(=O)c2ccc3ccccc3c2)c1	3	5	0	1	1	-2	90	-17	0.2
CCOCCCn1c(=S)[nH]c2cc(C(=O)NCCN(CC)CC)ccc2c1=O	1	6	-2	0	6	10	95	-17	-1.4
Cc1ccc(C)c(-n2[nH]c3c4c(ccc3c2=O)C(=O)c2ccccc2C4=O)c1	-34	1	-1	1	-5	-1	113	-4	4.5
CCn1c2ccccc2c2cc(NS(=O)(=O)c3ccccc3C)ccc21	18	8	-8	2	-4	4	84	-1	2.3
Cc1ccc(S(=O)(=O)Cc2ccc(C(=O)N3CCN(c4ccccn4)CC3)o2)cc1	-1	1	-2	-1	13	4	95	5	-0.8
O=C(OC(C(=O)NC1CCCC1)c1ccc(F)cc1)c1ccno1 (configuration not stated)	-2	17	0	-4	-3	-45	103	-14	3.1
O=C(NCC(=O)N(c1ccc2c(c1)OCO2)C(C(=O)NC1CCCC1)c1ccncc1)c1ccco1 (configuration not stated)	0	-4	-1	-5	-4	-1	81	-2	0.6
O=C(CN1C(=O)COc2ccccc21)Nc1ccc(F)cc1	1	20	0	-2	-6	-2	99	-1	2.8
CC1CCCCC1NC(=O)COC(=O)c1ccccn1 (configuration not stated)	-3	16	-5	-3	2	1	87	-11	0.8
Cc1ccc(Nc2nnns2)cc1	-1	-8	0	-1	-17	2	94	0	3.0
Cc1ccccc1C[n+]1cccc2ccccc21	8	2	-1	3	-1	-3	101	-8	0.6
O=C(Nc1ccc(CN2CCOCC2)cc1)c1ccc(-c2ccc(Cl)cc2Cl)o1	2	3	0	-3	-11	2	111	-7	3.6
CCOCCCNC(=O)c1cc2c(=O)n3cccc(C)c3nc2s1	0	4	-1	-5	10	-1	107	0	-0.6
O=C(CN1CCN(S(=O)(=O)c2ccccc2)CC1)N1CCCCC1	nt	-4	nt	-4	nt	nt	83	6	-2.3
COc1ccccc1C(=O)OCC(=O)NC(C)CCc1ccccc1 (configuration not stated)	-5	-4	-4	4	8	-6	89	-19	1.4
CC1CCC2(CC1)NC(=O)N(CC(=O)c1cccn1C)C2=O (configuration not stated)	-9	8	-2	0	-6	3	98	-3	0.9
NC(=O)c1cc2n(n1)C(C(F)(F)F)CC(c1ccco1)N2 (configuration not stated)	3	-9	-3	-2	1	0	86	9	-1.6
O=C(Nc1ccccc1F)C1CCN(S(=O)(=O)c2cccnc2)CC1	-3	5	-2	2	-8	-1	101	1	-1.0
COC(=O)c1ccc(C(=O)NC(=S)Nc2nc3c(s2)CCCC3)cc1	0	8	6	4	5	0	93	6	-1.0
COC(=O)Cn1cnc2c(cnn2-c2ccc(C)cc2)c1=O	-4	-28	2	-1	-9	-4	110	5	0.1

At a glance, some entries already given.
SMILES	core dimer inh	JMJD2C inh	TPT1 inh	PP1 inh	EBNA-1 inhibitor	CTSL1 counter	CR mimetic SO	ZTA DNA inh	PP5 primary
Cc1ccc(S(=O)(=O)Cc2ccc(C(=O)N3CCN(c4ccccn4)CC3)o2)cc1	-1	1	-2	-1	13	4	95	5	-0.8
O=C(OC(C(=O)NC1CCCC1)c1ccc(F)cc1)c1ccno1 (configuration not stated)	-2	17	0	-4	-3	-45	103	-14	3.1
O=C(NCC(=O)N(c1ccc2c(c1)OCO2)C(C(=O)NC1CCCC1)c1ccncc1)c1ccco1 (configuration not stated)	0	-4	-1	-5	-4	-1	81	-2	0.6
O=C(CN1C(=O)COc2ccccc21)Nc1ccc(F)cc1	1	20	0	-2	-6	-2	99	-1	2.8
CC1CCCCC1NC(=O)COC(=O)c1ccccn1 (configuration not stated)	-3	16	-5	-3	2	1	87	-11	0.8
Cc1ccc(Nc2nnns2)cc1	-1	-8	0	-1	-17	2	94	0	3.0
Cc1ccccc1C[n+]1cccc2ccccc21	8	2	-1	3	-1	-3	101	-8	0.6
O=C(Nc1ccc(CN2CCOCC2)cc1)c1ccc(-c2ccc(Cl)cc2Cl)o1	2	3	0	-3	-11	2	111	-7	3.6
CCOCCCNC(=O)c1cc2c(=O)n3cccc(C)c3nc2s1	0	4	-1	-5	10	-1	107	0	-0.6
O=C(CN1CCN(S(=O)(=O)c2ccccc2)CC1)N1CCCCC1	nt	-4	nt	-4	nt	nt	83	6	-2.3
COc1ccccc1C(=O)OCC(=O)NC(C)CCc1ccccc1 (configuration not stated)	-5	-4	-4	4	8	-6	89	-19	1.4
CC1CCC2(CC1)NC(=O)N(CC(=O)c1cccn1C)C2=O (configuration not stated)	-9	8	-2	0	-6	3	98	-3	0.9
NC(=O)c1cc2n(n1)C(C(F)(F)F)CC(c1ccco1)N2 (configuration not stated)	3	-9	-3	-2	1	0	86	9	-1.6

More compounds:
SMILES	core dimer inh	JMJD2C inh	TPT1 inh	PP1 inh	EBNA-1 inhibitor	CTSL1 counter	CR mimetic SO	ZTA DNA inh	PP5 primary
COc1ccc(S(=O)(=O)N2CCN(c3nn(C)c(=O)n(C)c3=O)CC2)cc1	nt	-3	nt	-3	nt	nt	107	-13	0.4
COc1ccc(Nc2nc(N)nc(CSc3nnc(N)s3)n2)cc1	-2	-2	1	-1	1	5	100	-10	1.2
O=C(O)c1ccc(C(=O)O)c(C(=O)c2ccccc2)c1	-2	0	-1	-1	9	-2	102	-1	-0.2
CCOc1ccc(NC(c2ccccc2)P(=O)(OC)OC)cc1 (configuration not stated)	-1	-15	1	-3	-4	5	102	-12	-0.3
CCCCN1C(=O)C2C(C(=O)Nc3cccc(OC)c3)C3C=CC2(O3)C1C(=O)NC1CCCCC1C (configuration not stated)	-1	6	2	1	-3	-1	101	-3	-1.8
O=C1c2oc3ccc(F)cc3c(=O)c2C(c2ccc(F)cc2)N1CCCN1CCOCC1 (configuration not stated)	10	-1	-1	-4	-1	0	97	12	-1.9
COc1ccc(CCC(C)NC2CCCCCCC2)cc1 (configuration not stated)	10	-4	-1	0	-3	-2	99	4	-0.6
CCS(CC)=NS(=O)(=O)c1ccc(NC(C)=O)cc1	-5	1	-2	-2	-14	-1	97	3	-0.1
O=C1c2ccccc2NC(c2ccc(-c3cccs3)o2)N1O (configuration not stated)	nt	-13	nt	-3	nt	nt	76	-9	0.4
O=C(O)/C=C/c1cn(-c2ccccc2)nc1-c1cccc([N+](=O)[O-])c1	-3	-5	0	2	-3	2	101	-19	1.7
O=C(O)CCc1nnc(SCC(=O)Nc2cccc(C(F)(F)F)c2)[nH]c1=O	-2	-12	0	-1	2	1	106	-18	1.6
O=C(CCc1ccccc1)N=C1SC2CS(=O)(=O)CC2N1c1ccccc1F (configuration not stated)	-8	-4	0	1	-1	2	84	0	2.0
Cc1cccc(OCCC(=O)NCC(=O)Nc2c(C)cccc2C)c1	-5	-1	2	1	3	-4	116	-6	1.7

Assay outcomes (PubChem BioAssay)
